M5 PAM: potentiates acetylcholine response at human M5 receptor. P08912. CHO-K1 hM5, Fluo-8 calcium, ACh EC20 PAM; 0% = ACh EC20, 100% = ACh EC100. activation, % at 3 µM. actives 0.3% (n = 360,000);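 active = activation above the run cutoff, the mean activation of all test compounds plus 3 SD, cut at about 18% in these data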
Target sequence (P08912 whole entry, looked up): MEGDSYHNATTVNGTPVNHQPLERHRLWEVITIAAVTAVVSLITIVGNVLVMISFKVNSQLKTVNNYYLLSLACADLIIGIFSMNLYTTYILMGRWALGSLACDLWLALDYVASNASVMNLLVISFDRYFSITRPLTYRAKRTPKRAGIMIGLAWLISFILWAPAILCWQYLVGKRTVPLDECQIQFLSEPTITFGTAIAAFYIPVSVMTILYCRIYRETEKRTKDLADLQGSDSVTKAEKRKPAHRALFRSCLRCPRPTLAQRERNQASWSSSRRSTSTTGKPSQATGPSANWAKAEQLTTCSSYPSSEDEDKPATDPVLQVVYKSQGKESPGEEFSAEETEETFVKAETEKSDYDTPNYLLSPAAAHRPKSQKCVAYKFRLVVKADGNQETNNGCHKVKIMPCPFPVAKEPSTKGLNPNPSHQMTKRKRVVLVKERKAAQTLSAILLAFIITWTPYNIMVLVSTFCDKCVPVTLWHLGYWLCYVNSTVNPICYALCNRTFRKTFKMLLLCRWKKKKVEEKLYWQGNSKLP
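system = human M5 receptor in CHO-K1 cells | compound = one concentration, 3 µM final (nominal) | schedule = Post-acetylcholine fluorescence recording 140 s | signal = Fluo-8 calcium dye fluorescence, kinetic read | benchmarks = low control EC20 acetylcholine (0%), high control EC100 acetylcholine (100%) | repeats = singlicate, one well per test compound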
CHO-K1 Ca antag: M1 antagonist counterscreen hit in parental CHO-K1 cells. ATP-induced calcium, Fluo-8 fluorescence. inhibition, % at 3 µM. actives 0.6% (n = 360,000);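 active = inhibition above a per-plate cutoff, the plate's mean sample inhibition plus 3 SD, cut at about 24% in these data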;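 also: 0% = DMSO plus EC80 ATP and 100% = DMSO alone without ATP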
M5 antag: antagonists of human muscarinic M5 receptor (CHRM5); P08912; CHO-hM5 cells, Fluo-8 calcium fluorescence, ACh EC80; inhibition, % at 3 µM; actives 0.59% (n = 360,000); AID 624040;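 active = inhibition above a per-plate cutoff, the mean of that plate's test compounds plus 3 SD, cut at about 27% in these data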;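 also: 0% = acetylcholine EC80 with DMSO and 100% = DMSO without agonist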
M4 PAM: positive allosteric modulators of human muscarinic M4 receptor; P08173; CHO-K1 hM4/Gqi5, Fluo-8 calcium fluorescence, ACh EC20; 0% = ACh EC20, 100% = maximal ACh; activation, % at 3 µM; actives 0.4% (n = 360,000); AID 624126;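 active = activation above its plate's cutoff, the mean activation of sample wells plus 3 SD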; also: some results filed as inactive read as strong as hits
Target sequence (P08173 whole entry, looked up): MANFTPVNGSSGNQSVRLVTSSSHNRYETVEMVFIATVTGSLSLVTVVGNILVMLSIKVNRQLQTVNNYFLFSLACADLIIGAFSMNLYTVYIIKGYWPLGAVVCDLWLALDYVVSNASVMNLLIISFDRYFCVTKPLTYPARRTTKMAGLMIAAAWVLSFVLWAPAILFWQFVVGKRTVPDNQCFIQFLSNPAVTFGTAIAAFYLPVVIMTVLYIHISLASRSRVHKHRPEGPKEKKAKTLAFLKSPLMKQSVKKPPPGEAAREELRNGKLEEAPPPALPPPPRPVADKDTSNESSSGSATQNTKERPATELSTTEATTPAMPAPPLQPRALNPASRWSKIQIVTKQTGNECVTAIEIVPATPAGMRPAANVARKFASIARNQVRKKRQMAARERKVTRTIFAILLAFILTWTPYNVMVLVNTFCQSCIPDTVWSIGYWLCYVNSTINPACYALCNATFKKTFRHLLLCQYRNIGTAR
M4 antag: CHRM4 antagonism in calcium assay; P08173; CHO-hM4 cells, ACh EC80, Fluo-8 calcium fluorescence; inhibition, % at 3 µM; actives 0.73% (n = 360,000);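 active = inhibition above its plate's cutoff, the mean inhibition of sample wells plus 3 SD, cut at about 27% in these data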;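 also: 0% = acetylcholine EC80 with DMSO and 100% = DMSO without agonist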
CHO-K1 Ca ag: counter-screen for M1 agonists: effect in parental CHO-K1 cells. AID 602248. activation, % at 3 µM. actives 0.48% (n = 360,000). Fluo-8 calcium fluorescence; scaled to maximal ATP response, vehicle zero; in the data active = activation above about 15%;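 also: untransfected CHO-K1 host cells lacking M1 receptor as counterscreen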
CHRM4 agonist: agonists of human muscarinic M4 receptor (CHRM4); CHO-K1 hM4/Gqi5, Fluo-8 calcium fluorescence; vehicle 0%, full acetylcholine response 100%; actives 0.14% (n = 360,000); P08173; activation, % at 3 µM;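 active = activation above the run mean over all test wells plus 3 SD, cut at about 32% in these data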;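 also: peak over basal fluorescence ratio per well then scaled between controls; 0% = DMSO wells and 100% = acetylcholine at EC100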
CHO-K1 Ca PAM: nonselective activator or artifact in parental CHO-K1 calcium assay; actives 0.02% (n = 360,000); activation, % at 3 µM; ATP EC20, Fluo-8 calcium fluorescence; 0% at ATP EC20, 100% at ATP max; AID 602247;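 active = activation above the run cutoff, the mean activation of all test compounds plus 3 SD, cut at about 40% in these data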;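 also: peak over basal fluorescence ratio in a 140 s read after ATP addition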
M5 ag: CHRM5 agonism in calcium assay; P08912; CHO-K1 hM5 cells, Fluo-8 calcium fluorescence; 0% DMSO wells, 100% maximal acetylcholine response; activation, % at 3 µM; actives 0.19% (n = 360,000); AID 624037;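 active = activation above the run's mean over test compounds plus 3 SD, cut at about 23% in these data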;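 also: signal is peak over basal fluorescence ratio across the kinetic read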
* = called active by the depositor; . = not tested or not shown.

SMILES | M5 PAM | CHO-K1 Ca antag | M5 antag | M4 PAM | M4 antag | CHO-K1 Ca ag | CHRM4 agonist | CHO-K1 Ca PAM | M5 ag
O=C(Cc1ccccc1)Nc1ccc(Br)c(Cl)c1 | 3 | -9 | 0 | 2 | 0 | 3.2 | 1 | 17 | -1
Nc1ccccc1C(=O)Nc1cccc2ccccc12 | -2 | 20 | 17 | -6 | 17 | -0.1 | 0 | -17 | -4
CC(=O)NN1C(=O)/C(=C/c2ccc(C(C)C)cc2)SC1=S | -2 | -7 | 6 | 5 | 1 | 0.0 | -1 | 14 | -3
CC(=O)Nc1ccc(-n2c(=O)c3ccccc3c3ccccc3c2=O)cc1 | -6 | -14 | 8 | 19 | -10 | -0.2 | 2 | 0 | 1
CC(C)[C@@H]1Cc2[nH][nH]c(=O)c2[C@H](CCc2ccccc2)O1 | 2 | -2 | -9 | 4 | -7 | 0.1 | 1 | 4 | 5
COc1ccc(N2C(=O)C(CC(N)=O)N(NC(=O)c3cccc(OC)c3)C2=S)cc1 (configuration not stated) | 0 | -12 | 7 | 1 | 3 | 0.7 | 0 | 20 | 1
CCNC(=O)CCc1nc(-c2ccc(C)cc2)no1 | 2 | -13 | 6 | -2 | 7 | 0.3 | 2 | -2 | 2
COC(=O)c1ccccc1N=Nc1c(C)[nH][nH]c1=O | 6 | -7 | 2 | 6 | -9 | 2.6 | 2 | 13 | 2
Cc1ccccc1SCc1noc(C(=O)NCC2CCCO2)c1C(=O)O (configuration not stated) | 5 | -2 | 16 | 3 | 6 | -0.3 | -1 | 14 | 1
Cc1[nH]c2ccccc2c1NC(=O)CN1CCN(c2cccc(C(F)(F)F)c2)CC1 | 6 | -6 | -9 | 3 | -3 | 1.2 | 2 | 16 | -2
Cc1ccc(CN(C)CC(=O)Nc2cccc([N+](=O)[O-])c2)o1 | 6 | -10 | 1 | 2 | -1 | 1.8 | 1 | 16 | -1
O=C1CC(c2cccs2)CC(O)=C1C=NCCN1CCNCC1 (configuration not stated) | -8 | -14 | 5 | -11 | 24 | 0.4 | 2 | 5 | -6
CC(C)Cn1c(N)c(C(=O)COC(=O)C2CC(=O)N(Cc3ccccc3Cl)C2)c(=O)n(C)c1=O (configuration not stated) | -27 | 13 | 24 | -21 | 16 | 13 | 20 | -20 | 7
Cn1cc(-c2cccc(Cl)c2)cc(C#N)c1=O | -4 | -3 | 10 | 2 | 5 | 1.1 | 3 | 6 | -2
Cc1nc2ccc(NC(=O)c3ccc(Cl)nc3)cc2s1 | 2 | -16 | 6 | -1 | -4 | 0.9 | 1 | 0 | 4
O=C(Cc1ccccc1)Nc1ccc(C(=O)O)cc1 | 1 | -11 | 0 | 14 | -3 | 0.6 | 2 | -6 | 1
COc1cc(NC2=Nc3cccc4cccc2c34)cc(OC)c1OC | -6 | 1 | 6 | 25 | -9 | 0.4 | 0 | 13 | -5
O=C1C[C@@H]2c3c(cccc3CN1Cc1ccccc1F)C[C@@H](O)[C@H]2O | 2 | -16 | 6 | 12 | -10 | 1.9 | 3 | 15 | 2
O=C(NCc1ccc(F)cc1)C1CCCN1C(=O)Nc1cccc(F)c1 (configuration not stated) | -9 | 0 | -2 | 2 | -4 | 0.4 | 1 | -13 | 4
CCN(CC)S(=O)(=O)c1ccc(C(=O)NCCCN=C2NS(=O)(=O)c3ccccc32)cc1 | 1 | -7 | 3 | 1 | 2 | -0.2 | 1 | 14 | -8
CC(C)(C)c1ccc(C(=O)NNc2cc(Cl)cc(Cl)c2)cc1 | -6 | -5 | 14 | -17 | -8 | 0.7 | 1 | 12 | -4
O=C(CCC(=O)Nc1nnc(C2CCCCC2)s1)NCc1ccccc1 | -4 | 5 | 7 | -5 | 5 | 0.5 | 0 | -1 | -3
Cc1cc(C)n(CCCNC(=O)Cn2nnnc2CN2C[C@@H](C)O[C@@H](C)C2)n1 | -7 | -3 | 19 | -6 | -5 | -0.8 | 0 | -10 | -3
COc1cccc(/C=N/NC(=O)c2ccccc2N(Cc2ccccc2)S(=O)(=O)c2ccccc2)c1OC | -11 | -16 | 7 | -15 | 24 | 2.2 | 9 | 18 | -9
CC(C)(C)OC(=O)N1CCC(c2c(C(=O)N3CCN(C(=O)c4ccco4)CC3)cnn2-c2cccc(Cl)c2)CC1 | -2 | -14 | 6 | -6 | -10 | 1.2 | 2 | 14 | -5

The list goes on; the last 2 above are carried over.
SMILES | M5 PAM | CHO-K1 Ca antag | M5 antag | M4 PAM | M4 antag | CHO-K1 Ca ag | CHRM4 agonist | CHO-K1 Ca PAM | M5 ag
COc1cccc(/C=N/NC(=O)c2ccccc2N(Cc2ccccc2)S(=O)(=O)c2ccccc2)c1OC | -11 | -16 | 7 | -15 | 24 | 2.2 | 9 | 18 | -9
CC(C)(C)OC(=O)N1CCC(c2c(C(=O)N3CCN(C(=O)c4ccco4)CC3)cnn2-c2cccc(Cl)c2)CC1 | -2 | -14 | 6 | -6 | -10 | 1.2 | 2 | 14 | -5
Cc1nn(-c2ccccn2)c2nc(-c3cccs3)cc(C(=O)N3CCOCC3)c12 | -2 | 1 | 0 | -6 | 4 | 1.2 | 4 | 0 | 4
CCCOC(=O)c1ccc(OC(=O)c2ccco2)cc1 | 4 | 0 | 0 | 8 | -3 | 0.0 | -1 | 2 | -1
O=c1[nH]c2cc3c(cc2cc1CN(Cc1cccs1)Cc1nnnn1Cc1ccco1)OCCO3 | 4 | -10 | -6 | 16 | -17 | 0.4 | 1 | 14 | -1
CC1CCc2c(sc3nc(CN4CCN(S(=O)(=O)c5ccccc5[N+](=O)[O-])CC4)[nH]c(=O)c23)C1 (configuration not stated) | -3 | -11 | -1 | 11 | -7 | 0.2 | 1 | 18 | -1
CN(C)/C=C1\C(=O)N(c2ccc([N+](=O)[O-])cc2)N=C1c1ccccc1 | -2 | 2 | -6 | 16 | -1 | -0.3 | 2 | 5 | 0
COc1cc(/C=N/NC(=O)c2cccnc2)ccc1OC(=O)c1ccco1 | -2 | -19 | 2 | 3 | 3 | 1.3 | 2 | 13 | 2
O=C1N[C@H](Cc2ccccc2)COC(=O)[C@@H](Cc2ccc(F)cc2)C/C=C\C[C@H]1CC(=O)N(CCO)Cc1ccccc1 | -15 | -17 | 11 | -10 | -19 | 5.3 | 15 | -5 | 1
COc1ccc(/C=N/NC(=O)CC(=O)NCc2cccnc2)c(OC)c1 | 2 | -16 | 2 | 5 | 11 | 0.7 | 0 | 26 | 0
CCCCCC(=O)N1C[C@@H](O)[C@H](n2cc(COC(=O)c3ccccc3)nn2)C[C@@H]1c1ccc(C)cc1 | -1 | -9 | 7 | -3 | -1 | 0.2 | 2 | -3 | 0
COC(=O)c1sc(NC(=O)Cc2cccs2)nc1C | -5 | -9 | 1 | -9 | 13 | 0.1 | -1 | 3 | 1
Cc1ccc(CN2C(=O)CSCC2(C)C(=O)NC(C)C)cc1 (configuration not stated) | -8 | . | 7 | 5 | -3 | . | 3 | . | 1
CC1CCCCC1NC(=O)Cn1c(=O)cnc2ccccc21 (configuration not stated) | 11 | -6 | -2 | 1 | 3 | 0.3 | 2 | 11 | 4
O=C(CN1CCCc2ccccc21)N/N=C/c1ccccc1 | -8 | 2 | 9 | -1 | 4 | -0.2 | 0 | 7 | -3
CCN(CC)C(=O)C1=C(C)N(Cc2ccc(C(C)(C)C)cc2)C(=O)C(CC(=O)NCCN2CCOCC2)C1 (configuration not stated) | 4 | -12 | -2 | 1 | -1 | 0.0 | 0 | 12 | -2
O=C(CN(c1ccccc1)S(=O)(=O)c1ccccc1[N+](=O)[O-])Nc1ccccc1C(=O)N1CCOCC1 | -10 | 4 | -10 | -4 | -10 | 4.0 | 8 | 20 | 8
O=C(NCc1ccc2c(c1)OCO2)c1ccc(CS(=O)(=O)c2ccc(Br)cc2)o1 | -18 | 4 | 8 | -13 | 3 | 3.2 | 9 | 1 | 6
CC1CCCN(c2nc(-c3cccnc3)nc3scc(-c4ccccc4)c23)C1 (configuration not stated) | -18 | 6 | 11 | -13 | 0 | 4.3 | 7 | 1 | 0
O=C(COC(=O)CNC(=O)c1ccccc1F)NCCNC(=O)COC(=O)CNC(=O)c1ccccc1F | 5 | -16 | -2 | 3 | 3 | 0.9 | 1 | 4 | -1
COc1ccc(C(=O)N2CCN(C(=O)Cc3ccccc3)CC2)cc1OC | 1 | -9 | -2 | 5 | 4 | 0.1 | 1 | 3 | 2
COc1ccc(C2=NN(C(=O)CN3CCCCC3)C(c3ccc(C)cc3)C2)cc1 (configuration not stated) | -4 | -5 | 0 | -8 | 6 | 0.3 | 2 | 3 | -17
Cc1ccccc1OCC(=O)NCCNC(=O)c1cccnc1 | 4 | -9 | 4 | 0 | -4 | 1.3 | 1 | -11 | -2
CN(C(=O)C(Cl)Cl)c1ccc(OC(=O)c2ccco2)cc1 | 0 | 2 | -4 | 4 | -5 | 4.4 | 2 | 19 | 1
Cc1ccc(OCC2Cn3c(nc4c3c(=O)[nH]c(=O)n4C)O2)cc1 (configuration not stated) | 9 | -6 | -8 | 10 | -3 | 0.9 | 1 | 16 | 0
c1ccc2c(NCC3CCCO3)nc(N3CCOCC3)nc2c1 (configuration not stated) | 18 | 5 | -14 | 1 | -4 | 0.2 | 1 | -6 | -4
O=C(Nc1nc2ccccc2[nH]1)Nc1ccccc1F | -9 | -8 | 8 | 3 | -21 | 4.4 | 12 | 4 | 0

Looked up above:
CHRM4 agonist, CC1CCCN(c2nc(-c3cccnc3)nc3scc(-c4ccccc4)c23)C1 (configuration not stated) is entered as 7
M5 PAM, CCN(CC)C(=O)C1=C(C)N(Cc2ccc(C(C)(C)C)cc2)C(=O)C(CC(=O)NCCN2CCOCC2)C1 (configuration not stated) is entered as 4

Next part:
SMILES | M5 PAM | CHO-K1 Ca antag | M5 antag | M4 PAM | M4 antag | CHO-K1 Ca ag | CHRM4 agonist | CHO-K1 Ca PAM | M5 ag
COc1cc(=O)[nH]c(SCc2c(F)c(F)c(F)c(F)c2F)n1 | -4 | -25 | 3 | 1 | 4 | 4.6 | 2 | 20 | 3
Cc1ccc(NC(=O)c2ccc(CSc3nnc(-c4ccncc4)n3C)cc2)cc1 | -3 | -3 | 0 | 5 | 4 | 0.9 | 2 | 9 | -1
CCOC(=O)c1oc2ccccc2c1COC(=O)CNC(=O)c1ccco1 | 3 | 0 | 5 | -3 | -4 | 1.4 | 1 | 6 | -1
CC(Sc1nc(C2CC2)n(-c2ccccc2)n1)C(=O)c1c(N)n(C)c(=O)n(C)c1=O (configuration not stated) | -4 | 5 | 14 | 6 | -1 | 0.2 | 2 | 16 | -3
CN(CC(O)Cn1c2ccccc2c2ccccc21)S(C)(=O)=O (configuration not stated) | 7 | -10 | -3 | -1 | -9 | 1.7 | 5 | 18 | 3
COc1ccc(OCC(O)CN2CCC(CN3C(=O)c4cccc5cccc(c45)C3=O)CC2)cc1 (configuration not stated) | -1 | 1 | 9 | -52 | 27* | 2.7 | 12 | 9 | -17
CNc1nc2c(C)cccn2c(=O)c1C=Nc1ccc(OC)cc1 | 5 | -3 | 3 | -6 | -1 | 0.3 | 1 | 1 | -3
CCOC(=O)C1=C(C)NC(=O)NC1c1ccsc1 (configuration not stated) | 3 | -7 | -5 | 7 | -1 | 1.9 | 0 | 18 | -1
COc1ccc(N(C)S(=O)(=O)c2cccc(C(=O)NC3CCCCCC3)c2)cc1 | -8 | -3 | 8 | -10 | 11 | 4.3 | 6 | 7 | 1
